Pf growth 96h = P. falciparum growth inhibition at 96 hours | 6.9% of 320,000 active | AID 504834 | Potency, µM (series often up to 28.7 µM), for the others: at the highest dose activity change, negative = inhibition, most hits filed as inhibitors | P. falciparum luciferase reporter growth, 96 h
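Two parasite generations (96 h, 37 C, 5% CO2) of compound exposure in infected erythrocytes (0.05% parasitemia, 2% hematocrit). Luciferase-reporter P. falciparum; decreased luminescence indicates inhibited growth, aimed at apicoplast-acting delayed death.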
LmPK inh = LmPK (Leishmania mexicana) enzyme inhibition; AID 1721; purified LmPK, Kinase-Glo ATP luminescence, 1 h; 0.37% of 290,000 active; Q27686; Potency, µM (highest dose often 57.5 µM), without a hit: top-dose activity change, negative = inhibition, actives largely listed as inhibitors
Target sequence (Q27686 whole entry, looked up): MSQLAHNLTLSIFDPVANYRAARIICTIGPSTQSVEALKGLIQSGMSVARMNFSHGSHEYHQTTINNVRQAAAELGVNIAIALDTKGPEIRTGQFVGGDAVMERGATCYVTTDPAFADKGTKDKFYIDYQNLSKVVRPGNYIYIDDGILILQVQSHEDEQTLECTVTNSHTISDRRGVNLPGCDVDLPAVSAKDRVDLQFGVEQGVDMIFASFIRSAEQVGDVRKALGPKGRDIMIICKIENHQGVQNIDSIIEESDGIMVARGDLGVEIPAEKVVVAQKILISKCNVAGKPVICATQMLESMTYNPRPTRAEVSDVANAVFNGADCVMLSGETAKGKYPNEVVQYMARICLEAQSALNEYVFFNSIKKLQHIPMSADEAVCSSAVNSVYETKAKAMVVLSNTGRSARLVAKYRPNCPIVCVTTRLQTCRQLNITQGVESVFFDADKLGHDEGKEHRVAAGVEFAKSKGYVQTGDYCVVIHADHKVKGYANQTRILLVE
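0.1 nM LmPK, 0.5 mM PEP, 0.1 mM ADP; 50 mM imidazole pH 7.2, 7 mM MgCl2, 50 mM KCl; 1 h RT. Kinase-Glo luminescence readout, normalized to no-enzyme (full inhibition) and uninhibited wells.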
TbPYK inhibitor = inhibitors of Trypanosoma brucei pyruvate kinase; Q57TT1; TbPYK enzyme, Kinase-Glo Plus ATP luminescence, 45 min; Potency, µM (top dose mostly 76.8 µM), inactives show at the highest dose activity, negative = inhibition, hits mostly inhibitors; 0.12% of 410,000 active; AID 624173; note: nearly all actives have a fitted effect of over 50% in size
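Screened from lowest to highest concentration, compounds were pinned into TbPYK/substrate mixtures, and ADP (130 uM final) was added. Plates sat at room temperature for 45 min prior to Kinase-Glo Plus detection by luminescence.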
Sm TGR block = blocks Schistosoma mansoni thioredoxin glutathione reductase; Q962Y6; purified TGR, DTNB reduction, TNB absorbance 405 nm; Potency, µM (doses to about 114 µM), for inactives: top-dose activity change, negative = inhibition, usual class: inhibitors; 3% of 360,000 active; AID 485364; note: nearly all actives have a fitted effect of over 60% in size
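TGR 20 nM + NADPH 100 uM (dispensed conc.), cpd preinc 15 min RT; start with NADPH (500 uM addition) then DTNB (15 mM addition). Kinetic TNB absorbance, 405 nm filter. Four-parameter Hill fit across titration.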
Pf growth 48h = inhibits P. falciparum growth in the first generation, 48 h. 5.9% of 310,000 active. Potency, µM (highest dose often 28.7 µM), for inactives: top-dose activity change, negative = inhibition, hits mostly inhibitors. P. falciparum luciferase growth in erythrocytes, 48 h
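Compounds are pin-transferred into medium, infected erythrocytes (2% hematocrit, 0.1% parasitemia final) are added, and plates sit one parasite generation at 37 C in 5% CO2. Detection reagent is then added and luminescence measured.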
HCV inhibitor = inhibitors of hepatitis C virus infection | 3.4% of 340,000 active | AID 651820 | Potency, µM (top dose mostly 41.8 µM), inactives show at the highest dose activity change, negative = inhibition, hits mostly inhibitors | Huh7.5.1 HCVcc-Cre infection, luciferase reporter, 44 h
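Compounds are dispensed onto cells plated 4 h earlier at 1,000 per well, with HCVcc-Cre virus (about 0.5 moi) added next. Following 44 h of culture, luminescent signal is measured for 15 sec after 15 min with substrate at room temperature.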
* = called active by the depositor; ? = inconclusive; · = not tested or not shown; & = joins results of further samples; [ ] = dose if it differs, or a comment. Calls come from the whole dose curve; as a rule, active = well fitted curve in the direction sought with a large enough effect; inconclusive = small, poorly fitted or top-dose-only effect, or another doubt; inactive = no such curve, though single readings can be large; an effect the other way counts as inactive or inconclusive. % is set by controls: 0 for no effect and ±100 for the full control effect; potency is the fitted concentration of half-maximal effect.

Start of the listing, in advance, 9 compounds:
canonical_smiles	Pf growth 96h	LmPK inh	TbPYK inhibitor	Sm TGR block	Pf growth 48h	HCV inhibitor
CCN(CC)C(=O)CN(c1cc2c(cc1OC)oc1ccccc12)S(=O)(=O)c1ccccc1	10.4µM*	0.8%	-6.0%	19.0%	9.28µM*	10µM*
O=C(Nc1ccccc1C(=O)O)c1cc(S(=O)(=O)N2CCOCC2)cs1	-0.7%	-8.3%	-7.3%	-2.2%	-11.0%	12.4%
COc1cc(C(=O)N2CCN(C/C=C/c3ccccc3)CC2)cc(OC)c1C	·	-6.5%	-0.2%	-33.2%	10.4µM*	?
CCN1CCN(C(c2cccs2)C(C)NS(=O)(=O)c2ccc(F)cc2)CC1 (centres undefined)	4.8%	1.0%	0.0%	0.6%	-3.1%	-4.0%
O=C1N/C(=N/N=C/c2ccc(F)cc2)SC1c1ccccc1 (centres undefined)	-23.6%	5.7%	1.4%	15.9%	-3.5%	17.7%
COc1ccccc1C(=O)Nc1ccc2c(c1)CN(Cc1cnc(C)s1)CC2	?	0.3%	-1.2%	6.3%	?	?
NC(Cc1ccccc1)Cc1ccccc1	-12.0%	-8.2%	0.1%	-3.0%	9.7%	-8.4%
O=C(CSCCO)Nc1nccs1	·	2.1%	-3.7%	0.0%	10.4%	14.1%
Cc1ccc(C(=O)NC2CCN(C(=O)NC3CCCCC3)CC2)cc1	-23.4%	-2.0%	-9.0%	?	9.9%	?

The listing (from the top)
canonical_smiles	Pf growth 96h	LmPK inh	TbPYK inhibitor	Sm TGR block	Pf growth 48h	HCV inhibitor
CCN(CC)C(=O)CN(c1cc2c(cc1OC)oc1ccccc12)S(=O)(=O)c1ccccc1	10.4µM*	0.8%	-6.0%	19.0%	9.28µM*	10µM*
O=C(Nc1ccccc1C(=O)O)c1cc(S(=O)(=O)N2CCOCC2)cs1	-0.7%	-8.3%	-7.3%	-2.2%	-11.0%	12.4%
COc1cc(C(=O)N2CCN(C/C=C/c3ccccc3)CC2)cc(OC)c1C	·	-6.5%	-0.2%	-33.2%	10.4µM*	?
CCN1CCN(C(c2cccs2)C(C)NS(=O)(=O)c2ccc(F)cc2)CC1 (centres undefined)	4.8%	1.0%	0.0%	0.6%	-3.1%	-4.0%
O=C1N/C(=N/N=C/c2ccc(F)cc2)SC1c1ccccc1 (centres undefined)	-23.6%	5.7%	1.4%	15.9%	-3.5%	17.7%
COc1ccccc1C(=O)Nc1ccc2c(c1)CN(Cc1cnc(C)s1)CC2	?	0.3%	-1.2%	6.3%	?	?
NC(Cc1ccccc1)Cc1ccccc1	-12.0%	-8.2%	0.1%	-3.0%	9.7%	-8.4%
O=C(CSCCO)Nc1nccs1	·	2.1%	-3.7%	0.0%	10.4%	14.1%
Cc1ccc(C(=O)NC2CCN(C(=O)NC3CCCCC3)CC2)cc1	-23.4%	-2.0%	-9.0%	?	9.9%	?
CCOC(=O)c1c(C)nc(C)c(C(=O)OCC)c1-c1ccccc1	0.0%	-0.8%	-14.0%	-7.2%	31.1%[activator]	-19.7%
C=C(C)C(C)(C#CCN1CCCC1)OC(C)=O (centres undefined)	·	-4.7%	3.3%	-19.6%	9.9%	4.2%
COc1ccc(N=C(c2ccccc2)c2c(C)[nH]n(-c3ccccc3)c2=O)c(OC)c1	?	-0.1%	0.8%	1.3%	-7.3%	?
Cc1ccc(NC(=O)c2ccco2)c(NC(=O)c2ccc(Cl)cc2)c1	38.2%[activator]	-2.5%	2.7%	3.1%	-38.4%	?
Cc1ccc(/C=N/NC(=O)c2nnn(-c3nonc3N)c2CN(C)C)o1	-20.8%	-3.4%	-2.1%	-15.7%	3.3%	18.9%
CCOc1ccccc1NC(=O)CCS(=O)(=O)c1ccc2c(c1)CC(C)N2C(C)=O (centres undefined)	-20.1%	3.8%	-5.6%	3.4%	?	6.1%
O=C(CSc1nnc(-c2ccccc2Cl)n1Cc1ccco1)Nc1ccc2c(c1)OCCO2	·	2.2%	2.4%	-14.0%	?	-25.6%&-7.9%
O=C(COC(=O)CC1c2ccccc2CCN1S(=O)(=O)c1ccccc1)Nc1ccccc1 (centres undefined)	12.2%	3.2%	3.6%	-1.7%	12.1%	0.7%
CSCC(O)Cn1[nH]c(=O)c2cc(Cl)c(Cl)cc2c1=O (centres undefined)	22.2%	2.7%	3.8%	-3.5%	?	-0.2%
O=C(c1cc2c(=O)n3ccccc3nc2s1)N1CCN(c2cccc(Cl)c2)CC1	?	0.0%	-1.2%	7.9%	-7.8%	3.3%
CCOC(=O)N1CCN(C(=O)C2CCCN(S(=O)(=O)c3ccccc3)C2)CC1 (centres undefined)	·	-7.1%	-0.6%	-2.5%	-11.4%	-36.5%
O=C(CSc1nc2ccccc2c(=O)n1CCCN1CCOCC1)Nc1ccc2c(c1)OCO2	-50.2%	1.5%	1.9%	16.8%	?	-1.1%
CCOc1ccc(Nc2nc(N)c([N+](=O)[O-])c(N3CCOCC3)n2)cc1	?	-0.5%	0.2%	6.7%	?	-15.2%
O=S(=O)(/N=C(/Nc1cccc2ccccc12)c1ccc(F)cc1)c1ccccc1	17.6%	0.6%	1.3%	1.0%	3.9%	?
Cc1ccc(C(C(=O)NCC2CCCO2)N(C(=O)c2snc(C(N)=O)c2N)c2ccc3c(c2)OCCO3)cc1 (centres undefined)	-3.8%	3.7%	3.6%	5.1%	10.4µM*	?
O=C(c1ccc(F)cc1)N1CCCC(c2nc(-c3cccs3)no2)C1 (centres undefined)	0.3%	0.1%	5.7%	3.4%	19.0%	-22.5%
O=C(Nc1ccc2c(c1)OCO2)N1CCN(c2ncc(C(F)(F)F)cc2Cl)CC1	·	0.1%	-6.3%	-6.7%	?	?
O=C1CCCN1CCCNCC(O)c1ccccc1 (centres undefined)	5.5%	0.8%	13.3%	-0.3%	-0.7%[0.00184 µM]	5.2%
CCCc1nc2sc3ccccc3c(=O)c2c(=O)n1Cc1ccc(OC)cc1	10.4µM*	3.1%	4.7%	-12.9%	?	?
O=C(Nc1ccccc1F)C(=O)c1cn(CC(=O)N2CCCCC2)c2ccccc12	-11.2%	-2.5%	-2.0%	-6.0%	9.0%	-21.8%
Cc1nc(NC(=O)c2ccc(F)cc2)nc2cc3c(cc12)OCO3	44.5%[activator]	-5.5%	1.5%	0.2%	43.0%[activator]	1.7%
COc1ccccc1NC(=O)C(=O)NCC(c1ccco1)N1CCc2ccccc2C1 (centres undefined)	?	·	-1.7%	-12.2%	5.22µM*	9.7%
C=CCCO[C@@H]1O[C@@H](C)[C@H](O)C[C@H]1O	22.8%	·	-8.3%	-0.5%	25.6%	9.4%
Nc1ccccc1C(=O)N/N=C1\C2CN3CCN(C2)CC1(c1ccccc1)C3	7.1%	-1.1%	-0.3%	5.5%	47.7%[activator]	7.5%
C=C(C)CNC(=S)N/N=C1\CCCCc2ccccc21	14.7µM*	-3.2%	-1.6%	-1.9%	?	-25.7%
CC(c1ccccc1)n1cncc1C(=O)O (centres undefined)	1.47µM*	0.3%	-6.7%	5.6%	4.1%	15.1%
O=C(C1CCCO1)N1CCN(C(=S)Nc2cc(F)cc(F)c2)CC1 (centres undefined)	-15.5%	2.1%	-5.1%	-0.9%	17.8%	·
Cc1ccc(SCC(=O)Nc2cccc(C(=O)NC(C)(C)C)c2)cc1	31.1%[activator]	5.5%	1.0%	4.2%	-2.5%	-1.8%
CNc1nc(-c2c(C)[nH]c3ccc(OC)cc23)cs1	-23.9%	-1.2%	2.3%	-12.7%	-3.7%[0.00184 µM]	16.9%
COc1cccc(NC(=O)C(=O)NCc2ccncc2)c1	-26.4%	?	1.5%	·	110.0%[activator]	-6.4%
S=C(Nc1ccc(Cl)cc1)Nc1ccc2cn[nH]c2c1	24.1%	0.0%	-7.9%	·	-3.3%	?
CCOc1ccc2sc(NS(=O)(=O)c3ccc(OC)c(OC)c3)nc2c1	·	5.9%	-14.3%	2.2%	6.9%	3.3%
S=C1NC(c2ccccc2)=NCN1c1ccccc1	43.4%[activator]	1.2%	3.9%	0.0%	·	?
CC1CCCCC1NC(=O)COC(=O)Cc1ccc(Cl)cc1 (centres undefined)	7.1%	·	3.7%	-10.2%	12.1%	1.7%
CC1CCCCC1NC(=O)c1cc2c(=O)n3ccccc3nc2n1C (centres undefined)	2.33µM*	3.8%	1.9%	-1.3%	0.2%	-28.8%
CCN(c1ccccc1)S(=O)(=O)c1ccc2[nH]c(=O)c(=O)[nH]c2c1	-5.9%	-1.4%	1.0%	-1.1%	4.5%	-2.6%
O=C1CN(C(=O)COC(=O)C2CCN(S(=O)(=O)c3ccccc3C(F)(F)F)CC2)c2ccccc2N1	·	8.0%	-4.5%	0.6%	3.7µM*	9.6%
CC1Cc2ccccc2N1C(=O)c1cccnc1 (centres undefined)	·	1.9%	-12.6%	-28.4%	-3.2%	4.8%
COc1ccc(C2(CNC(=O)Cc3ccc(OC)c(OC)c3)CCCC2)cc1	6.8%	1.7%	-17.0%	-4.2%	17.5%	?
O=C(Cn1cccc1)Nc1ccc(F)cc1F	?	0.6%	1.7%	-18.3%	7.2%	·
Cc1ccc(S(=O)(=O)N(C)c2ccccc2C(=O)Nc2ccc(F)cc2F)cc1	-22.9%	-5.6%	4.4%	1.0%	?	3.6%
O=C(N/C=C/n1cnc2cc(C(F)(F)F)ccc21)c1ccccc1F	0.0%	13.2%	2.2%	1.3%	-19.3%	2.2%
CCCS(=O)(=O)n1nc(-c2ccc(OC)cc2)cc1N	10.4µM*	12.7%	-1.3%	-15.1%	·	-7.2%
N=C1c2ccccc2CN1NC(=O)c1ccc(Br)cc1	-19.8%	2.1%	3.2%	2.4%	7.3%	5.1%
Cc1cc(/C=C2/NC(=O)N(Cc3ccccc3F)C2=O)c(C)n1C	10.4µM*	2.0%	-29.2%	?	10.4µM*	?
COc1ccccc1N1CCN(C(=O)c2cc3sccc3n2C)CC1	?	0.8%	-4.7%	-0.1%	-11.5%	?
COc1ccc(NS(=O)(=O)c2ccc(C)c(C(=O)NCC(c3ccco3)N3CCCCC3)c2)cc1 (centres undefined)	?	·	-4.8%	-10.7%	-10.7%	-21.0%
CCN(CC)S(=O)(=O)c1ccc(N(C)Cc2cccnc2)nc1	?	1.0%	-0.9%	-9.9%	·	-1.3%
CC(=O)Nc1ccc(-c2cc(C(=O)O)c3ccccc3n2)cc1	18.4%	-4.2%	0.5%	-8.8%	1.6%	19.4%
CCOc1ccc(NC(=O)c2nn(C)cc2Br)cc1	?	31.6µM*	-14.7%	-0.4%	100.1%[activator]	-1.5%
Cc1cc(=O)[nH]c(SCC2COC3(CCCCC3)O2)n1 (centres undefined)	8.4%	-3.9%	0.9%	2.5%	-9.8%	?
O=C(CCNS(=O)(=O)c1ccccc1C(F)(F)F)NNC(=O)c1csc(N2CCOCC2)n1	6.6%	·	2.4%	2.1%	-14.8%	1.7%
COc1ccc(C=O)cc1OS(=O)(=O)c1ccccc1[N+](=O)[O-]	?	-1.0%	-18.6%	3.4%	9.8%	14.3%
